Screens from PubChem BioAssay.
phage Ecoli inh = E. coli growth loss with phage present | growth absorbance | inhibition, % at 11.9 µM | hit rate 0.26% among 360,000 | AID 651602; in the data active = inhibition above about 11%
AddAB inh = less growth of phage-infected E. coli with AddAB; E. coli expressing H. pylori AddAB, absorbance growth; inhibition, % at 11.9 µM; hit rate 0.29% among 330,000; AID 435030; in the data active = inhibition above about 12%;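 also: 0% = vehicle wells of infected cells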
E coli growth = bacterial growth inhibition, counter-screen for AddAB inhibitors; E. coli V3065 growth, OD600 absorbance, 18 h; inhibition, % at 11.9 µM; hit rate 0.27% among 330,000;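 active = inhibition above the campaign's mean inhibition across all tested compounds plus 3 SD, cut at about 9.9% in these data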;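 also: uninfected addAB+ strain grown without phage in ampicillin broth; 0% = DMSO wells and 100% = ciprofloxacin 0.95 µg/ml wells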
SUMO Mot1 rescue = blocks SUMOylation pathway, rescuing yeast Mot1-301 growth. S. cerevisiae Mot1-301 growth rescue, ATP luminescence, 38.5C; percent above DMSO median, 100 means doubled. growth rescue, % at 18.8 µM. hit rate 1% among 320,000. AID 2716;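 active = every valid replicate shows activation above 250% relative to neutral control wells; inactive = the rest, any valid replicate at or below 250%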;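 also: OY570 slx delta 5 strain wells were the positive control but not used for scaling; some compounds called inactive have numbers as strong as hits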
Tat export inh = inhibitors of E. coli Tat protein transport; inhibition, % at 10 µM; hit rate 0.036% among 340,000; E. coli MC4100 TorA-mCherry Tat export, fluorescence;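 active = mean replicate inhibition at least 50% and at least half of replicates individually reaching 50%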;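 also: exported cargo escapes ClpAP degradation while cytoplasmic cargo is degraded and loses fluorescence; 0% = median of neutral control wells and 100% = median of NaSCN control wells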
OPRM1-OPRD1 ag = OPRM1-OPRD1 heterodimerization agonism. hit rate 0.3% among 340,000. activation, % at 9.3 µM. cells, luminescence. P35372+P41143. AID 504326; in the data active = activation above about 18%;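 also: 0% = vehicle-treated cells and 100% = reference agonist; values of inactives mirror those of a sister screen read the other way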
DSG3 Ab inh = human desmoglein-3 autoantibody binding inhibition; P32926; DSG3-coupled beads, scFv-anti-DSG3-GFP binding, flow cytometry; active compounds read low; binding (percent of control), % at 10 µM; hit rate 0.48% among 310,000; AID 588358;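 active = binding more than 3 SD below its plate's average and above zero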;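 also: hits lower antibody fragment binding to DSG3; some compounds called inactive have numbers as strong as hits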
Target sequence (P32926 whole entry, looked up, the tested form may be a part): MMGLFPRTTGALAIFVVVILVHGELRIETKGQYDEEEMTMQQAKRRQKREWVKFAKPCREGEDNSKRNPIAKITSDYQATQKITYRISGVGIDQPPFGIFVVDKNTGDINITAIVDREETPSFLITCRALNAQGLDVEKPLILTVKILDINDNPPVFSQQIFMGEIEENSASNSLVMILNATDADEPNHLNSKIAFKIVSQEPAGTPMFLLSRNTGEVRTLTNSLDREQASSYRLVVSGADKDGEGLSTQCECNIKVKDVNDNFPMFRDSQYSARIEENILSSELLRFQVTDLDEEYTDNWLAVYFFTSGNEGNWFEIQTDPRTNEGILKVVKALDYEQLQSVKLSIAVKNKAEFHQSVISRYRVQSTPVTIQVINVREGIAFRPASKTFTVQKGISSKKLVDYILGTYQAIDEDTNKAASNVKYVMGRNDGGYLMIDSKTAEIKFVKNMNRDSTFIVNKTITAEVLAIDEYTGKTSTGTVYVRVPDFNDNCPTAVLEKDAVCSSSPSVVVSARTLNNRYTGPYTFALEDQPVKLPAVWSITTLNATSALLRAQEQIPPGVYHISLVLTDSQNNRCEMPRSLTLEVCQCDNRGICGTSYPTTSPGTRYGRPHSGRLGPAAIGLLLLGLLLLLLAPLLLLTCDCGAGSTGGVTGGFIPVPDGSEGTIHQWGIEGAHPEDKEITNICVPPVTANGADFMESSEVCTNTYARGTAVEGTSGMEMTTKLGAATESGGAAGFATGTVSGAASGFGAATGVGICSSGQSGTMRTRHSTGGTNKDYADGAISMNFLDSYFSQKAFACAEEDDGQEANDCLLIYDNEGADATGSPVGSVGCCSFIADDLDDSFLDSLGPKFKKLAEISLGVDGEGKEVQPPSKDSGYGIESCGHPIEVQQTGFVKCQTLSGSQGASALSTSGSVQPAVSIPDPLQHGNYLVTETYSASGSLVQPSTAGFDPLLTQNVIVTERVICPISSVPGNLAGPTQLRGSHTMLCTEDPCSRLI
PfHsp90 yeast 2 = inhibits growth of yeast expressing Plasmodium falciparum Hsp90 | inhibition, % at 9.4 µM | S. cerevisiae expressing PfHsp90, BacTiter-Glo ATP, 48 h; yeast lacking PDR1 and PDR3 efflux regulators | hit rate 0.32% among 310,000;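 active = every replicate shows inhibition above about 80%, whatever the replicate mean, limit read from the data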;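 also: 0% = DMSO neutral controls and 100% = 20 µM radicicol positive controls; yeast relying on Plasmodium falciparum Hsp90 in place of its own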
MOR-DOR inv ag = inverse agonists of human mu-delta opioid receptor heterodimerization; P35372+P41143; cell-based MOR-DOR heterodimer luminescence, inverse agonism; inhibition, % at 9.3 µM; hit rate 0.21% among 340,000; in the data active = inhibition above about 22%, passing the limit was not always enough;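 also: 0% = cells with DMSO and 100% = wells without cells with DMSO; values of inactives mirror those of a sister screen read the other way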
PKA-R1A act = PKA-R1A complex activation; PKA-R1A dissociation, Cy5-IP20 fluorescence polarization; scaled: DMSO 0%, 113 µM cGMP 100%; activation, % at 11.4 µM; hit rate 0.083% among 340,000;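 active = percent activation above the mean of all tested compounds plus 3 SD, cut at about 19% in these data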;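 also: higher means more PKAc released from R1A so a rise in polarization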
Arrestin-AP2 inh = human beta-arrestin and AP2 interaction inhibition. AID 504490. inhibition, % at 10 µM. FITC-arrestin peptide / GST-AP2 beads, flow cytometry; AP2 beta2 appendage carries R879A mutation. hit rate 0.31% among 340,000;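 active = inhibition above a set limit, near 3 SD of compounds lacking own fluorescence, cut at about 54% in these data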;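 also: plate controls were DMSO wells for no effect and 5 µM unlabelled arrestin peptide for full effect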
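System: GST-AP2 R879A glutathione beads | Also added: FITC-arrestin peptide, 50 nM | Times: 12 min plus 1 h, RT | Signal: Bead flow cytometry, FITC channel | Buffer or medium: PBS with 0.05% Tween 20 and 0.1% BSA | Read-out basis: Percent drop in bead-associated FITC signal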
The depositor's hits bear a star; nt = no result given.

molecule,phage Ecoli inh,AddAB inh,E coli growth,SUMO Mot1 rescue,Tat export inh,OPRM1-OPRD1 ag,DSG3 Ab inh,PfHsp90 yeast 2,MOR-DOR inv ag,PKA-R1A act,Arrestin-AP2 inh
CCOc1ccc(NC(=O)C(=O)NCCCn2ccnc2)cc1,1.4,0.6,0.2,-7,-6,-1.9,101,2,12,-10,-1
O=S(=O)(Nc1ccc(N2CCOCC2)cc1)c1c(F)cc(F)cc1Br,-0.3,2.3,-0.4,-9,-5,3.1,102,3,-25,2,24
CC(=O)Nc1ccc(NC(=O)C(C)OC(=O)CCCN2C(=O)c3cccc4cccc(c34)C2=O)cc1 (centres undefined),0.8,2.4,-0.6,190,-8,-1.2,120,nt,7,-10,35
CCc1ccccc1NC(=O)C1CCCN(c2ncccn2)C1 (centres undefined),1.4,-1.8,-1.4,8,2,0.0,nt,9,0,6,-5
CN1C(=O)C(CC(=O)Nc2ccc(F)cc2)N(NC(=O)c2cccc(F)c2)C1=S (centres undefined),1.6,4.7,2.2,1,-2,-2.4,nt,6,12,-2,11
COc1ccc(NC(C)C(=O)Nc2ccc(C(C)(C)C)cc2)cc1Cl (centres undefined),-0.5,2.7,-0.1,-11,18,1.6,78,-17,-10,-11,21
COc1ccc(OCC(=O)Nc2ccc(NC(=O)c3ccccc3Cl)c(OC)c2)cc1,2.1,-0.9,0.8,6,-3,-2.7,100,-5,15,1,19
O=C(COC(=O)Cc1cccc(C(F)(F)F)c1)NC1CC1,1.9,-0.6,-0.5,-14,4,2.5,104,-19,-12,-1,-6
COc1cc(O)c(C(CCN2CCCC2)c2cc(OC)c(OC)c(OC)c2)c(OC)c1 (centres undefined),1.7,1.2,-0.2,-11,-11,-1.3,104,-1,7,-7,-5
CCOC(=O)N1CCN(c2ncnc3c2[nH]c2ccc(F)cc23)CC1,1.1,-1.9,-2.2,-11,-8,1.1,96,15,-6,8,5
CSc1nnc(-c2sc(-c3ccccc3)nc2C)n1C,2.6,0.0,0.8,0,6,-1.4,124,-7,7,-7,4
O=C(NCCC1=CCCCC1)C1CCN(S(=O)(=O)N2CCCC2)CC1,1.0,0.6,-0.2,16,1,-0.4,106,12,2,-9,-5
COc1cc(C(C)=O)ccc1OCCCOc1cccc2cccnc12,-12,3.1,1.6,-6,17,-1.1,120,-7,6,6,-7
OCC1OC(n2cnc3c(SCc4ccccc4)ncnc32)C(O)C1O (centres undefined),1.7,nt,nt,nt,3,1.0,91,-16,-4,-1,30
CC(C)[C@H](NC(=O)OCc1ccccc1)C(=O)OCC(=O)N1CCCCC1,2.4,nt,nt,nt,-3,-3.3,119,3,17,-13,1
O=c1c2[nH]c3ccccc3c2ncn1CCCn1ccnc1,-0.6,0.6,-0.5,-10,-1,-1.1,104,nt,6,-4,6
O=c1cc(-c2ccc(O)cc2)oc2c(C3OCC(O)C(O)C3O)c(O)c(C3OC(CO)C(O)C(O)C3O)c(O)c12 (centres undefined),2.2,1.0,-2.3,6,-1,-2.7,96,10,14,-8,11
COc1cc(/C=C2\SC(=S)N(NC(=O)c3cccc(O)c3)C2=O)ccc1O,1.4,nt,nt,0,-4,-5.3,nt,-1,25,3,-1
COc1ccccc1/C=N/NC(=O)c1cccc2ccccc12,3.5,4.5,2.2,1,-3,-2.2,111,-5,11,-4,-8
NC(=O)C1CCCN1S(=O)(=O)c1ccc2ccccc2c1 (centres undefined),-1.6,0.8,-0.7,-5,-5,0.1,118,-10,0,8,32
CCOC(=O)N1CCN(C(=O)CSc2nc(=O)n3ccccc3n2)CC1,3.2,2.0,0.0,-8,-12,-2.6,87,9,14,-4,-3
Cc1csc2nc(CSc3nc4ccccc4o3)cn12,-0.2,1.2,2.1,1,-1,-1.2,100,22,7,-7,-2
Cc1cc(NC(=O)CCC(=O)N(c2ccc(F)cc2)C(C(=O)NC2CCCC2)c2cccnc2)no1 (centres undefined),1.1,0.2,1.4,-6,0,-2.4,108,-28,15,-1,-2
CCOc1ccc(/C(=N\O)C(C)NO)cc1 (centres undefined),1.1,0.8,0.4,1,1,-2.1,107,10,12,-4,4
C=CCn1c(Cc2c[nH]c3ccccc23)nnc1SCC(=O)NCc1ccccc1,nt,-0.8,0.6,4,-6,-1.6,112,nt,7,5,1
COc1ccc(S(=O)(=O)N2CCOCC2)cc1NC(=O)Cc1ccsc1,0.7,-3.0,-1.7,-14,-9,-0.9,128,27,4,13,22
CCNC(=O)Cn1cc(C#N)c2ccccc21,2.5,1.8,-0.1,-4,2,-1.9,118,-11,11,3,-3
CCC1(c2ccc(F)cc2)NC(=O)N(CC(=O)NCc2ccc(C)cc2)C1=O (centres undefined),0.9,-1.0,-2.6,9,1,-1.5,126,-12,7,0,-3
CCOC(=O)C1=C(C)Nc2nc3ccccc3n2C1c1ccc(O)cc1 (centres undefined),0.8,1.4,1.9,-13,-3,0.2,84,5,-1,-8,0
COC(=O)C[C@H](NC(=O)Cn1cnc(C(=O)Nc2ccc(C)c(C)c2)n1)C(=O)OC,1.2,0.6,1.1,nt,3,-2.3,105,-5,11,-1,-2

Profiles, looked up by structure. Values in the order: phage Ecoli inh	AddAB inh	E coli growth	SUMO Mot1 rescue	Tat export inh	OPRM1-OPRD1 ag	DSG3 Ab inh	PfHsp90 yeast 2	MOR-DOR inv ag	PKA-R1A act	Arrestin-AP2 inh
`C=CCn1c(Cc2c[nH]c3ccccc23)nnc1SCC(=O)NCc1ccccc1` across the screens: nt	-0.8	0.6	4	-6	-1.6	112	nt	7	5	1
`CC(C)[C@H](NC(=O)OCc1ccccc1)C(=O)OCC(=O)N1CCCCC1` across the screens: 2.4	nt	nt	nt	-3	-3.3	119	3	17	-13	1

Next section
The line under a structure holds: phage Ecoli inh | AddAB inh | E coli growth | SUMO Mot1 rescue | Tat export inh | OPRM1-OPRD1 ag | DSG3 Ab inh | PfHsp90 yeast 2 | MOR-DOR inv ag | PKA-R1A act | Arrestin-AP2 inh
Cc1ccc(C)c(S(=O)(=O)N2CCN(C(=O)[C@@H]3CCCN3C(=O)c3cccs3)CC2)c1
  2.7 | 0.3 | -3.5 | 3 | 6 | -4.9 | 102 | -19 | 18 | 2 | 1
Cc1cc(C)nc(NS(=O)(=O)c2ccc(NC(=O)Cc3ccccc3F)cc2)n1
  1.4 | 0.6 | -1.1 | 1 | 7 | 1.8 | 114 | 1 | -14 | 10 | 1
COC(C[C@@H](O)C[C@@H](O)COCc1ccccc1)OC
  3.4 | nt | nt | nt | -5 | -2.2 | 112 | 13 | 13 | 9 | 3
CC(=O)Nc1cccc(NC(=O)c2ccc(COc3ccccc3)cc2)c1
  1.5 | nt | nt | nt | -13 | -1.1 | 109 | -13 | 6 | -6 | -18
Nc1nc(SCC(=O)N2CCN(c3ccc(F)cc3)CC2)n[nH]1
  3.0 | 0.4 | -0.7 | 12 | 3 | -5.1 | 102 | 2 | 20 | -5 | -8
Cc1nc2c(C(=O)NCc3ccccc3)c[nH]n2c(=O)c1Cl
  2.4 | 0.6 | -1.6 | -3 | 0 | -2.7 | 100 | 2 | 14 | -7 | 1
COCC(=O)NC(c1ccccc1)c1ccccc1
  3.7 | -0.5 | -1.2 | -2 | 1 | -2.8 | 101 | nt | 16 | -8 | 9
C/C(=N\NS(=O)(=O)c1ccc([N+](=O)[O-])cc1)c1cccs1
  4.1 | 1.3 | 1.6 | 220 | -2 | -0.1 | 106 | 3 | 1 | -3 | 0
N=C(N)SCCc1cnc[nH]1
  2.1 | -2.1 | 1.6 | 4 | -3 | -1.1 | nt | 10 | 6 | -7 | 0
CCN(CC)c1nc(-c2ccccc2)nc2ccccc12
  2.0 | 2.6 | -1.3 | -7 | 23 | 5.5 | 89 | 1 | -28 | -5 | 14
CCOc1ccc(C(=O)CCC(=O)N2CCN(c3ccc(O)cc3)CC2)cc1
  2.7 | 3.9 | 1.1 | 72 | -7 | -2.5 | 99 | 6 | 10 | -8 | 27
O=C1NC(=O)/C(=C/c2ccccc2Oc2ccc(Cl)cc2)S1
  4.3 | 2.7 | 3.6 | 8 | -1 | -1.6 | 107 | -16 | 9 | -12 | 1
O=S(=O)(c1ccc(Cl)cc1)N1CCc2ccccc21
  0.4 | 2.4 | 0.2 | -6 | -10 | -2.1 | 151 | 0 | 10 | 10 | -4
Cc1cccc(C(=O)NCC(=O)NC2CCN(Cc3ccccc3)CC2)c1
  1.0 | -0.9 | 1.8 | 164 | 20 | -2.5 | 104 | 14 | 13 | -12 | 4
O=C(N/N=C/c1cccc(OCc2ccccc2)c1)c1ccc(Br)cc1
  2.3 | -0.9 | -2.9 | 8 | -11 | 4.2 | 110 | -10 | -22 | -15 | -1
FC(F)(F)c1nnc2c(Sc3ccc(Cl)cc3)nc3ccccc3n12
  0.5 | 4.8 | 1.3 | -6 | 24 | -3.6 | nt | nt | 18 | 5 | 0
C=CCN=C1NN=C(c2ccc3c(c2)OCCO3)CS1
  0.3 | 1.2 | -2.2 | -12 | 8 | -1.6 | 93 | -19 | 9 | -3 | 44
Cc1ccc(S(=O)(=O)Nc2cc3c4c(c2)C(C)C(=O)N4CCC3)cc1 (centres undefined)
  6.9 | 2.1 | 0.1 | -17 | -9 | 2.4 | 97 | -1 | -15 | 0 | 13
NS(=O)(=O)c1ccc(NC(=O)COC(=O)Cn2cnc3ccccc3c2=O)cc1
  0.4 | -1.6 | 0.6 | -18 | 4 | -1.9 | 90 | nt | 10 | -8 | 12

Filtered by structure, those above containing two or more sulfur atoms
The line under a structure holds: phage Ecoli inh | AddAB inh | E coli growth | SUMO Mot1 rescue | Tat export inh | OPRM1-OPRD1 ag | DSG3 Ab inh | PfHsp90 yeast 2 | MOR-DOR inv ag | PKA-R1A act | Arrestin-AP2 inh
CSc1nnc(-c2sc(-c3ccccc3)nc2C)n1C
  2.6 | 0.0 | 0.8 | 0 | 6 | -1.4 | 124 | -7 | 7 | -7 | 4
COc1cc(/C=C2\SC(=S)N(NC(=O)c3cccc(O)c3)C2=O)ccc1O
  1.4 | nt | nt | 0 | -4 | -5.3 | nt | -1 | 25 | 3 | -1
Cc1csc2nc(CSc3nc4ccccc4o3)cn12
  -0.2 | 1.2 | 2.1 | 1 | -1 | -1.2 | 100 | 22 | 7 | -7 | -2
COc1ccc(S(=O)(=O)N2CCOCC2)cc1NC(=O)Cc1ccsc1
  0.7 | -3.0 | -1.7 | -14 | -9 | -0.9 | 128 | 27 | 4 | 13 | 22
Cc1ccc(C)c(S(=O)(=O)N2CCN(C(=O)[C@@H]3CCCN3C(=O)c3cccs3)CC2)c1
  2.7 | 0.3 | -3.5 | 3 | 6 | -4.9 | 102 | -19 | 18 | 2 | 1
C/C(=N\NS(=O)(=O)c1ccc([N+](=O)[O-])cc1)c1cccs1
  4.1 | 1.3 | 1.6 | 220 | -2 | -0.1 | 106 | 3 | 1 | -3 | 0
